EPAC1 agonist: qHTS for Agonist of cAMP-regulated guanine nucleotide exchange factor 3 (EPAC1): primary screen | Rap guanine nucleotide exchange factor 3 (Homo sapiens), O95398 | EPAC1 agonist qHTS, biochemical assay; response scale: 100% = response to 6.5 mM cAMP | Potency, µM (series often up to 154 µM), inactives show top-dose activation, usual class: activators | 0.073% of 360,000 active; further: potency means the concentration at half of the fitted maximal effect; nearly all actives have a fitted effect of over 60% in size
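Multi-concentration qHTS readout: loss of Rap1B-bound BODIPY-GDP fluorescence driven by 100 nM EPAC1 with excess GDP (50 uM), monitored kinetically at room temperature; agonist response expressed relative to 6.5 mM cAMP.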
PI5P4Ka inh: qHTS for Inhibitors of phosphatidylinositol 5-phosphate 4-kinase (PI5P4K); max response, %; 1.2% of 330,000 active; Phosphatidylinositol 5-phosphate 4-kinase type-2 alpha (Homo sapiens), P48426; PI5P4Kalpha enzyme, ADP-Glo luminescence, 60 min; stronger effect = lower value; AID 652105, 2013; active means max response of -50% or lower; inconclusive means between -30% and -50%; inactive means -30% or higher; further: value at the top dose of about 77 µM; on the % scale 0 is the no-effect control and ±100 the full control effect
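Controls without substrate or without enzyme flank wells where PI5P4Kalpha converts substrate using 5 microM ATP (final). Incubation lasts 60 minutes at room temperature; ADP formed is read by ADP-Glo luminescence.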
MmCpn inh: Inhibitors of TCP-1 ring complex (TRiC) of Methanococcus maripaludis (MmCpn): qHTS. Chaperonin Mm-Cpn (Methanococcus maripaludis). purified Mm-Cpn ATPase, ADP Transcreener TR-FRET. Potency, µM (titrated, usually from 76.9 µM), for the others: top-dose activity, negative = inhibition, usual class: inhibitors. 0.031% of 330,000 active. AID 504842, 2011; further: potency means the concentration at half of the fitted maximal effect; on the % scale 0 is the no-effect control and ±100 the full control effect; nearly all actives have a fitted effect of over 80% in size
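Compound-treated chaperonin, 25 nM final, turns over 10 uM ATP at 37°C for 30 min following a 10 min preincubation; ADP generated competes with ADP-d2 for Eu-cryptate antibody, lowering FRET.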
EPAC2 antagonist: qHTS for Antagonist of cAMP-regulated guanine nucleotide exchange factor 2 (EPAC2): primary screen; Rap guanine nucleotide exchange factor 4 (Homo sapiens), Q8WZA2; Potency, µM (titrated, usually from 114 µM), for the others: at the highest dose activity, negative = inhibition, most hits filed as inhibitors; 0.18% of 360,000 active; EPAC2 GEF exchange of Rap1B-BODIPY-GDP, fluorescence; AID 720708, 2013; further: potency means the concentration at half of the fitted maximal effect; on the % scale 0 is the no-effect control and ±100 the full control effect; nearly all actives have a fitted effect of over 45% in size; many of its hits are not listed in these tables
PLK1 PBD block: qHTS for Inhibitors of PLK1-PDB (polo-like kinase 1 - polo-box domain): Primary Screen. Plk1 PBD binding of FITC phosphopeptide, fluorescence polarization. Potency, µM, for the others: max response, negative = inhibition, actives largely listed as inhibitors. 2.8% of 360,000 active. AID 720504, 2013; further: potency means the concentration at half of the fitted maximal effect; series mostly up to about 57 µM; on the % scale 0 is the no-effect control and ±100 the full control effect; nearly all actives have a fitted effect of over 65% in size
EPAC1 antagonist: qHTS for Antagonist of cAMP-regulated guanine nucleotide exchange factor 3 (EPAC1): primary screen. Potency, µM (top dose mostly 115 µM), for the others: at the highest dose activity change, negative = inhibition, usual class: inhibitors. EPAC1 GEF assay, Rap1b-BODIPY-GDP exchange fluorescence. AID 720709, 2013. Rap guanine nucleotide exchange factor 3 (Homo sapiens), O95398. 0.14% of 360,000 active;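 further: potency means the concentration at half of the fitted maximal effect; plate controls were vehicle for no effect and positive control for full effect; nearly all actives have a fitted effect of over 50% in size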
WRN inhibitor: qHTS for Inhibitors of WRN Helicase; 0.46% of 360,000 active; Bifunctional 3'-5' exonuclease/ATP-dependent helicase WRN (Homo sapiens), Q14191; Potency, µM (titrated, usually from 114 µM), inactives show at the highest dose activity change, negative = inhibition, most hits filed as inhibitors; WRN helicase unwinding, fluorescent forked duplex, kinetic; further: potency means the concentration at half of the fitted maximal effect; on the % scale 0 is the no-effect control and ±100 the full control effect; nearly all actives have a fitted effect of over 55% in size
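Primary qHTS, 1536-well format. 20 nM WRN + compound, 15 min RT; start with 100 nM forked fluorophore/quencher duplex, 2 mM ATP (final); kinetic read ex 525/em 598 nm.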
CCT modulator: High-Throughput Screening for Modulators of Cytosolic Chaperonin Activity | purified chaperonin ATPase assay, HTRF ADP detection, 30 min | 0.3% of 360,000 active | activity change, % (no concentration beside the values), hits read low; in the data active means activity change below about -30%; further: on the % scale 0 is the no-effect control and ±100 the full control effect
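We incubate TRiC, 40 or 20 nM final, with library compounds at 76 uM and 10 uM ATP for 30 min at 37 °C. ADP formed is detected with Transcreener HTRF reagents after 30 min at room temperature.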
* marks the source's active call; other numbers are inactive results; ? = inconclusive; . = not tested or not shown; [ ] = another dose, or the depositor's remark. Unless noted, the call rests on the fitted dose curve; in most records, active means well fitted curve in the direction sought with a large enough effect; inconclusive means small, poorly fitted or top-dose-only effect, or another doubt; inactive means no such curve, though single readings can be large; an effect the other way counts as inactive or inconclusive. The list is partial; rates above refer to the full screens.

Every second line gives: EPAC1 agonist | PI5P4Ka inh | MmCpn inh | EPAC2 antagonist | PLK1 PBD block | EPAC1 antagonist | WRN inhibitor | CCT modulator
CC(=O)N1CCOCCOCCN(C(C)=O)CCOCC1
 : 0.8% | 1.4 | 2.2% | -4.9% | -8.7% | -3.8% | 1.6% | 2.8
CCOC(=O)N1CCN(C(=O)c2c(-c3ccccc3)noc2C)CC1
 : -13.6% | 5.9 | -0.9% | -0.8% | -27.3% | -15.3% | 0.8% | -1.8
CCOc1ccc(C(=S)N2CCOCC2)cc1OC
 : 0.5% | -0.2 | 2.6% | 4.7% | ? | -8.6% | -4.1% | -4.7
COc1c(Cl)cnn(-c2ccc(Cl)c(Cl)c2)c1=O
 : 7.6% | 13.4 | -6.5% | -0.3% | -9.7% | -0.8% | -3.5% | 0.7
Cc1cc(=O)oc2cc(NC(=O)C(C)Oc3cccc(Cl)c3)ccc12 (stereo not given)
 : 1.9% | -15.9 | -6.8% | 0.1% | -12.7% | -9.2% | -3.1% | 0.8
COc1ccc(CN2C[C@@H](CO)O[C@@H](n3cnc4c(NCc5ccco5)ncnc43)C2)cc1
 : -5.0% | -3.7 | . | 1.0% | 11.5% | 11.7% | 5.7% | -0.8
CCSc1nnc(NC(=O)c2ccccc2)s1
 : 8.3% | 6.6 | 0.2% | 0.7% | -13.9% | -12.4% | -2.6% | -1.7
Nc1ccc(S(=O)(=O)N2CCCC2C(=O)O)cc1 (stereo not given)
 : 2.1% | 0.4 | 0.6% | -1.2% | -1.6% | 0.6% | 5.1% | -2.2
Cc1cc(OCC(=O)NCc2ccccn2)c2c(C)c(Cc3ccccc3)c(=O)oc2c1
 : 12.6% | 16.2 | -1.3% | -7.6% | -10.3% | -25.8% | -6.5% | 1.8
Cc1cc(C)cc(N2CC34C=CC(O3)C(C(=O)OCC(=O)NCc3ccco3)C4C2=O)c1 (stereo not given)
 : 4.4% | -1.7 | -0.8% | -2.0% | -6.7% | -0.8% | 4.8% | -1.3
CCOC(=O)N1CCN(c2ncnc3scc(-c4ccc(Cl)cc4)c23)CC1
 : -4.9% | -4.5 | -24.0% | -19.1% | 9.0% | -13.9% | -2.3% | -1.4
O=C(CN1C(=O)NC2(CCCCC2)C1=O)N1CCc2ccccc2C1
 : 8.2% | 0.8 | 4.8% | 0.6% | 1.7% | 14.9% | 0.8% | -11.5
CN(C(=O)COc1ccccc1C(=O)NCc1ccccc1)C1CCS(=O)(=O)C1 (stereo not given)
 : -2.2% | 6.7 | -0.6% | -7.2% | -0.8% | -19.7% | -3.6% | -0.1
Cc1ncc(CN2CCC(CO)(Cc3ccccc3)CC2)s1
 : -9.2% | -2.9 | -0.7% | 11.9% | -0.6% | 0.0% | -4.3% | -3.2
Cc1cc(=O)n2cccc(O)c2n1
 : 6.1% | -10.4 | -6.6% | -2.2% | ? | -10.9% | -5.3%[57.1 µM] | 0.5
O=C(N/N=C/c1ccncc1)c1cccc(NC(=O)c2ccccc2Cl)c1
 : 1.8% | 3.1 | -2.7% | 5.7% | -10.8% | -10.1% | -11.3% | 0.1
COC(=O)C1Cc2c([nH]c3ccccc23)C(C(C)C)N1 (stereo not given)
 : -9.5% | -16.4 | -0.3% | -7.1% | 0.5% | -4.7% | -4.9% | 1.3
Cc1ccc(S(=O)(=O)NCc2csc(-c3cccs3)n2)cc1
 : 0.0% | 2.5 | -14.8% | -15.2% | -5.4% | -6.6% | -0.1% | -2.4
CC1(C)OC(=O)C2=C(C[C@@H](CCc3ccccc3)O[C@@H]2c2ccc(Cl)cc2)O1
 : -0.8% | 11.4 | . | -8.6% | -7.2% | -14.8% | -4.8% | 0.8
CCC(C)C1/C=C\CC(NC(=O)OCC2c3ccccc3-c3ccccc32)CC(=O)N1Cc1ccccc1 (stereo not given)
 : -17.1% | 1.0 | -5.9% | 14.0% | -5.4% | -6.2% | -8.0% | 1.5
O=C(CNCc1ccco1)Nc1cc(S(=O)(=O)N2CCOCC2)ccc1N1CCOCC1
 : 10.3% | 1.3 | -1.2% | -1.1% | -12.5% | -14.9% | -3.0% | -0.1
O=C(NCC(F)(F)F)c1ccc(S(=O)(=O)N2CCN(C(=O)C3CCCO3)CC2)cc1 (stereo not given)
 : -4.9% | -9.1 | 0.5% | 15.1% | -2.9% | -15.6% | -0.2% | -1.0
CCOC(=O)CNC(=O)c1ccc2c(c1)OCCO2
 : 8.1% | 3.2 | 1.3% | -7.8% | -10.8% | -0.7% | 15.7% | -0.9
Cc1cc2c(c(C)c1CCO)C(=O)[C@H](C)C2
 : -7.4% | -6.8 | -0.6% | 33.2%[activator] | -7.1% | -8.7% | 7.0% | -2.4
CC(=O)Nc1ccc(SCc2ncc(-c3ccccc3)o2)cc1
 : 3.4% | 1.5 | -1.1% | -16.5% | 13.4µM* | -13.9% | -4.8% | -1.0
COc1cc(NS(=O)(=O)c2cc3[nH]c(=O)c(=O)[nH]c3cc2C)cc(OC)c1OC
 : -6.5% | -17.1 | 1.3% | 3.3% | -14.2% | ? | -6.1% | -1.5
COc1ccc(NC(=O)c2cncc(Br)c2)cc1S(N)(=O)=O
 : -2.8% | -6.0 | 3.3% | 2.7% | -5.0% | 3.4% | 0.8% | -5.5
O=C(CNC(=O)c1ccc2ccccc2c1)NCc1ccccc1F
 : -0.6% | -1.0 | -2.1% | 6.9% | 0.5% | -24.9% | -1.8% | -2.3
CCOC(=O)C1=C(CN2CCN(c3ccc(F)cc3)CC2)NC(=O)NC1c1cccs1 (stereo not given)
 : 13.2% | -5.5 | 0.7% | -5.9% | -14.2% | -7.0% | -0.6% | 1.1
O=Cc1ccc(OCc2ccc3ccccc3c2)cc1
 : -5.2% | 19.6 | 1.7% | 9.5% | -5.7% | -23.1% | -4.4% | -9.9

Sorted by number of heavy atoms (low to high): 3 of the compounds above
Every second line gives: EPAC1 agonist | PI5P4Ka inh | MmCpn inh | EPAC2 antagonist | PLK1 PBD block | EPAC1 antagonist | WRN inhibitor | CCT modulator
Cc1ccc(S(=O)(=O)NCc2csc(-c3cccs3)n2)cc1
 : 0.0% | 2.5 | -14.8% | -15.2% | -5.4% | -6.6% | -0.1% | -2.4
O=C(CNC(=O)c1ccc2ccccc2c1)NCc1ccccc1F
 : -0.6% | -1.0 | -2.1% | 6.9% | 0.5% | -24.9% | -1.8% | -2.3
CCOC(=O)N1CCN(c2ncnc3scc(-c4ccc(Cl)cc4)c23)CC1
 : -4.9% | -4.5 | -24.0% | -19.1% | 9.0% | -13.9% | -2.3% | -1.4

(next part)
Every second line gives: EPAC1 agonist | PI5P4Ka inh | MmCpn inh | EPAC2 antagonist | PLK1 PBD block | EPAC1 antagonist | WRN inhibitor | CCT modulator
Cc1cc(Cl)ccc1OCC(=O)N1CCN(c2ncccn2)CC1
 : 1.2% | -5.3 | 2.4% | 0.3% | -5.6% | 2.2% | 4.4% | -7.0
COc1ccc(CCNc2nc(N3CCCCC3)nc(N3CCCCC3)n2)cc1OC
 : 12.2% | 15.0 | -2.5% | -7.5% | -0.5% | -0.1% | -10.5% | 0.2
Cn1c(C(=O)O)c(CC(=O)NCC2COc3ccccc3O2)c2ccccc21 (stereo not given)
 : -3.0% | -3.3 | -17.3% | 7.8% | -3.9% | 6.0% | 11.5% | -2.0
CCc1cccc(NC(=O)CCNS(=O)(=O)c2ccc3[nH]c(=O)oc3c2)c1
 : 13.5% | 2.8 | -0.7% | -3.6% | -5.9% | -12.8% | -5.0% | -0.2
CSc1cccc(NC(=O)c2sc3nc4n(c(=O)c3c2C)CCC4)c1
 : 6.0% | 1.0 | -4.3% | -9.5% | -7.3% | -0.4% | -9.9% | 0.3
CCOC(=O)CCCc1sc(N)nc1-c1[nH]c(=O)[nH]c1C
 : 7.6% | . | -3.9% | -25.0% | ? | -9.7% | ? | 1.6
CCOC(=O)C(NC(=O)Nc1ccc(O)cc1)(c1ccccc1)C(F)(F)F (stereo not given)
 : -7.9% | 0.6 | -2.6% | -5.5% | -6.5% | -29.7% | -3.7% | 0.3
Cc1ccc2[nH]c(=O)c(CN(CCc3ccccc3)C(=O)N3CCOCC3)cc2c1
 : 7.8% | -3.1 | 1.0% | -1.3% | -16.7% | 3.0% | -2.3% | 0.7
O=C(N/N=C/c1ccc[nH]1)c1ccncc1
 : 11.3% | 1.4 | -2.1% | -12.4% | -13.2% | 5.0% | 11.8% | -0.2
COc1ccc(OCC(=O)Nc2ccc(S(=O)(=O)Nc3cc(C)nc(C)n3)cc2)cc1
 : 5.7% | 1.5 | -0.4% | 0.2% | -7.8% | -29.9% | -5.0% | -6.5
CC(C)C(NC(=O)c1c(F)cccc1F)C(=O)N1CCN(S(=O)(=O)/C=C/c2ccccc2)CC1 (stereo not given)
 : 2.7% | -3.1 | 1.4% | 5.7% | 4.0% | 15.0% | 1.6% | -3.4
O=C(CN1CCN(c2ncccn2)CC1)N1CCCc2c1c(=O)oc1ccc(O)cc21
 : 7.7% | -3.3 | 0.6% | -1.1% | -9.9% | -9.2% | -2.7% | 0.7
CC(=O)N1CCc2cc(S(=O)(=O)CCC(=O)Nc3ccc(Cl)cc3F)ccc21
 : 2.8% | -18.7 | -2.7% | 5.4% | ? | -7.4% | 3.1% | -7.3
COc1cc(OC)c2c(=O)c(OC)c(-c3ccc(OC)c(OC)c3)oc2c1
 : -8.0% | 1.4 | . | -13.8% | -6.0% | -2.6% | 5.8% | 0.3
N#CCSc1nnc(COc2ccc3ccccc3c2)o1
 : 7.6% | 11.6 | -1.9% | -4.5% | ? | -16.2% | -2.4% | -0.7
Cc1ccc(-c2nc(SCC(=O)Nc3cc(S(=O)(=O)N4CCCCC4)ccc3Cl)n[nH]2)cc1
 : 2.3% | 2.3 | -0.2% | -3.7% | -0.1% | 4.8% | -6.1% | 1.4
COc1ccc(C2NC(=S)NC(O)(C(F)(F)F)C2C(=O)c2cccs2)cc1 (stereo not given)
 : 2.0% | 8.8 | ? | -1.2% | -9.3% | 11.4% | 3.8% | -0.4
CC(CN1CCC(n2nccc2NC(=O)CCCc2ccccc2)CC1)c1ccccc1 (stereo not given)
 : 0.3% | -6.0 | -1.3% | -0.8% | -17.9% | 6.2% | 2.9% | 0.4

High-throughput results deposited in PubChem by National Center for Advancing Translational Sciences (NCATS).
